Compound activity (PubChem BioAssay)
BRCA1 expr act – increases BRCA1 expression; MCF7-BRCA1-FFLuc reporter, luminescence, 48 h; response scale: scaled: vehicle 0%, 10 µM genistein 100%; Potency, µM (top dose mostly 46.1 µM), for inactives: at the top dose activation, usual class: activators; 380,000 tested, 1.1% active; note: potency is the fitted concentration of half-maximal effect; nearly all actives have a fitted effect of over 80% in size; some results filed as inactive show a strong effect at the top dose
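Activators of BRCA1 expression were detected as increased firefly luciferase luminescence in engineered MCF7 cells after 48 h compound incubation. Signals were scaled to genistein 10 microM as full activation.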
Gal4-VP16 FLuc – counter-screen for ROR gamma inhibitors: Gal4-VP16 reporter; Potency, µM (series often up to 53.6 µM), for the others: at the highest dose activity, negative = inhibition, usual class: inhibitors; AID 2546; Drosophila S2 Gal4-VP16 UAS-luciferase, luminescence, 20 h; 310,000 tested, 3.5% active;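 note: Gal4-VP16 expression switched on by copper sulfate through the metallothionein promoter; potency is the fitted concentration of half-maximal effect; % is set by controls: 0 for no effect and ±100 for the full control effect; nearly all actives have a fitted effect of over 50% in size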
p53 reactivation – mutant p53 re-activation in reporter cells. H1299 p53-A138V BP100-luciferase reporter, luminescence, 24 h. Potency, µM (titrated, usually from 92.2 µM), for inactives: at the top dose activity change, positive = activation, actives largely listed as activators. 320,000 tested, 0.063% active. AID 504706; note: potency is the fitted concentration of half-maximal effect; % of control where 0% means no effect; nearly all actives have a fitted effect of over 45% in size
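p53-null H1299 cells stably carrying temperature-sensitive p53-A138V and a BP100-luciferase reporter were pinned with compounds (4-point, 1:5 series) and held 24 hrs at 37 deg C. Luminescence was read 10 min after detection reagent.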
Rab9 promoter act – Rab9 promoter activation; Huh7 Rab9 promoter-luciferase reporter, luminescence, 24 h; Potency, µM (top dose mostly 9.22 µM), for inactives: at the top dose activation, negative = inhibition, usual class: activators; 320,000 tested, 2.8% active; note: potency is the fitted concentration of half-maximal effect; % of control where 0% means no effect; nearly all actives have a fitted effect of over 60% in size
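Quantitative HTS format; Huh7 Rab9-luciferase reporter cells (1500/well) receive compound 2 h post-plating, incubate 24 h at 37 °C, then get luciferase reagent for 10 min before luminescence reading.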
NPC1 promoter act – activators of NPC1 promoter | Huh7 NPC1 promoter luciferase reporter, 24 h | 320,000 tested, 2.4% active | Potency, µM (doses to about 9.22 µM), inactives show at the highest dose activation, most hits filed as activators;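 note: potency is the fitted concentration of half-maximal effect; % of control where 0% means no effect; nearly all actives have a fitted effect of over 60% in size; reporter is driven by a mutant NPC1 promoter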
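Stable NPC1-promoter luciferase Huh7 line; cpd (DMSO) 24 h, 37 °C, 5% CO2; Amplite luciferase reagent 10 min RT; luminescence readout. qHTS format.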
FLuc modulator – inhibits or activates purified firefly luciferase, miR-21 counter-screen | P08659 | purified FLuc, Km substrates, luminescence inhibition | Potency, µM (top dose mostly 57.5 µM), inactives show top-dose activity change, negative = inhibition, usual class: inhibitors | 360,000 tested, 6.9% active;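 note: potency is the fitted concentration of half-maximal effect; plate controls were vehicle for no effect and reference inhibitor for full effect; nearly all actives have a fitted effect of over 55% in size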
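Purified P. pyralis luciferase (10nM final) with 10uM D-luciferin and 10uM ATP (Km levels) in 50mM Tris acetate pH 7.5, 10mM Mg acetate, 0.01% Tween-20, 0.05% BSA; qHTS 6-point titration, ~60 µM downward; luminescence read.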
RORg inh – blocks mouse ROR gamma transcriptional activity; Drosophila S2 Gal4-RORgamma UAS-luciferase reporter, 20 h; Potency, µM (series often up to 53.6 µM), inactives show top-dose activity change, negative = inhibition, usual class: inhibitors; 310,000 tested, 5.4% active; note: potency is the fitted concentration of half-maximal effect; % is set by controls: 0 for no effect and ±100 for the full control effect; nearly all actives have a fitted effect of over 60% in size
Target sequence (P51450 whole entry, looked up, the tested form may be a part): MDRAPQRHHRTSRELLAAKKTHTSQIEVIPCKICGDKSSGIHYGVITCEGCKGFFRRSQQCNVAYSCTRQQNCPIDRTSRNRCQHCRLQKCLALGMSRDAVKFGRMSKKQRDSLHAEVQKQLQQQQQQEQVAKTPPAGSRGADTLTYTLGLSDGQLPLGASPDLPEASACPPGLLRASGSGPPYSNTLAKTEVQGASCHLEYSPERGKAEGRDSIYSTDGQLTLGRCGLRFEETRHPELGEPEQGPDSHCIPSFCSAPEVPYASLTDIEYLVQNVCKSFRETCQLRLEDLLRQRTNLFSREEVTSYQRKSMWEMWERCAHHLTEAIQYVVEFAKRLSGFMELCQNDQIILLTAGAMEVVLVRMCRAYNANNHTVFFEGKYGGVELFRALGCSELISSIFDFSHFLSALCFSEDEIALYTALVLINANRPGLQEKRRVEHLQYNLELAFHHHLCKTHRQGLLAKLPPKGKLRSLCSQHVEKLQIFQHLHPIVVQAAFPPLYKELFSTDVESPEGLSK
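Stably transfected Drosophila Schneider cells are the test system, with ROR gamma fused to Gal4 and luciferase under UAS control; luminescence is read after 20 hr of 700 uM copper sulfate induction at ambient temperature.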
Tb PFK block – inhibitors of T. brucei phosphofructokinase; O15648; 330,000 tested, 0.17% active; T. brucei PFK, ADP-Glo luminescence; Potency, µM (series often up to 57.5 µM), inactives show top-dose activity, negative = inhibition, hits mostly inhibitors; AID 485367;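 note: potency is the fitted concentration of half-maximal effect; 0% = uninhibited 1x PFK enzyme wells and -100% = no-enzyme wells; nearly all actives have a fitted effect of over 60% in size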
Target sequence (O15648 whole entry, looked up): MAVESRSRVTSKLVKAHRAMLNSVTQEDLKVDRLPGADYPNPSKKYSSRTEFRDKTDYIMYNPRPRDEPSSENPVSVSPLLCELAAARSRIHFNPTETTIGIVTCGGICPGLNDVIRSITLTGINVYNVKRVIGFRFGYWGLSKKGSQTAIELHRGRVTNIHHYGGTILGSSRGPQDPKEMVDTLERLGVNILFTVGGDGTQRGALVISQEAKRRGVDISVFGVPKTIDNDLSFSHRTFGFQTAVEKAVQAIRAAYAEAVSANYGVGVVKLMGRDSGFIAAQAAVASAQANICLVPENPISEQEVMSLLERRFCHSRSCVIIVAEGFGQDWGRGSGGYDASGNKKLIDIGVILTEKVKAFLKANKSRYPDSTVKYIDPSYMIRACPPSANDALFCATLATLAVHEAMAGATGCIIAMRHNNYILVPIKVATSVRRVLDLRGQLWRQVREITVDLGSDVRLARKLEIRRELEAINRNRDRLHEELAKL
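In TEA buffer at pH 8.0 with 5 mM MgCl2, enzyme (1.25 nM) converted F6P (0.5 mM) and ATP (0.1 mM) for 45 min at room temperature. ADP product was read by luciferase luminescence.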
TRPV1 agonist – agonists of human vanilloid receptor 1 (TRPV1); 320,000 tested, 0.19% active; Q8NER1; TRPV1-expressing cells, Fluo-8 calcium influx, agonist mode; activation, % at 8.33 µM; AID 540275; in the data active = activation above about 80%; inconclusive = between about 30% and that limit; note: 0% is about no effect
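Cells expressing TRPV1 were dye-loaded with Fluo-8 and read kinetically: 10 s baseline, 3 min after compound (agonist portion), then 2 min after EC20 capsaicin (allosteric enhancer portion). Calcium-bound dye fluorescence at 480/520 nm.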
ELG1 genotoxic – induces genotoxicity in HEK293T cells with luciferase-tagged ELG1; HEK293T ELG1-luciferase reporter, luminescence, 16 h; Potency, µM (series often up to 46 µM), without a hit: at the highest dose activity change, positive = activation, usual class: activators; 330,000 tested, 1.3% active; AID 504466; note: potency is the fitted concentration of half-maximal effect; % of control where 0% means no effect; nearly all actives have a fitted effect of over 60% in size
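Luminescence read-out: rising ELG1-luciferase signal, reflecting elevated ELG1 protein under genetic stress, flags genotoxic compounds. Cells were treated for 16 hr at 37 °C before ONE-Glo detection.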
ELG1 DNA repair – inhibitors of ELG1-dependent DNA repair in HEK293T cells | HEK293T ELG1-luciferase reporter, luminescence, 16 h; DNA damage induced by 5-fluorouridine | Potency, µM (doses to about 46.1 µM), inactives show top-dose activity change, negative = inhibition, hits mostly inhibitors | 330,000 tested, 2.3% active; note: potency is the fitted concentration of half-maximal effect; % is set by controls: 0 for no effect and ±100 for the full control effect; nearly all actives have a fitted effect of over 55% in size
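HEK293T cells expressing luciferase-tagged ELG1 (2,000/well) received 5-Fluorouridine plus compound or DMSO for 16 hr at 37 °C. Luciferase was read by ONE-Glo luminescence after 30 min at room temperature.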
Active calls of the source: *; ? = inconclusive; . = not tested or not shown; & = joins results of further samples; [ ] = remark or other dose. Unless noted, calls come from the whole dose curve; as a rule, active = well fitted curve in the direction sought with a large enough effect; inconclusive = small, poorly fitted or top-dose-only effect, or another doubt; inactive = no such curve, though single readings can be large; an effect the other way counts as inactive or inconclusive.

cpd	SMILES	BRCA1 expr act	Gal4-VP16 FLuc	p53 reactivation	Rab9 promoter act	NPC1 promoter act	FLuc modulator	RORg inh	Tb PFK block	TRPV1 agonist	ELG1 genotoxic	ELG1 DNA repair
1	C[C@H](NC(=O)c1nc[nH]c1C(=O)NCCCCCNC(=O)OC(C)(C)C)c1ccccc1	-27%	.	-4%	-7%	-4%	-1%	.	-2%	?	-8%	?
2	CCN(CC)CCCNC(=O)c1ccc(S(=O)(=O)Nc2ccc(C)c(C)c2)cc1	-10%	.	?	-6%	2%	.	.	-2%	0	-3%	1%
3	CC1CCN(S(=O)(=O)c2c[nH]c(=O)[nH]c2=O)CC1	6%	.	3%	-4%	0%	3%	.	5%	-1	2%	12%
4	CC(C)C(NS(=O)(=O)c1cccc2nsnc12)C(=O)Nc1nc2ccc(Cl)cc2s1 (stereo not given)	-3%	?	2%	6%	-2%	7%	22µM*	-4%	0	-12%	-23%
5	Cc1ccc(SCC(=O)Nc2oc(C)c3c(C)n[nH]c(=O)c23)cc1C	-5%	.	-3%	-3%	1%	-1%	.	-2%	-5	3%	6%
6	CCOC(=O)Nc1ccc2c(c1)ncn2C1CCCCC1	13µM*	4%	13%	22%	3%	-1%[2.3 µM]	13%	-1%	-2	12%	?
7	CCN1CCN(C(=S)Nc2ccc3nc(N4CCN(C)CC4)cc(C)c3c2)CC1	12%	-7%	4%	-2%	0%	-2%	-3%[10 µM]	5%	-1	-4%	-25%
8	CN(CC(=O)Nc1ccccc1C(F)(F)F)C(=O)CSCc1ccccc1	-24%	.	-4%	-1%	-4%	0%	.	-5%	2	0%	-1%
9	O=C(COC(=O)c1cc(Br)ccc1O)Nc1ccc2c(c1)OCO2	6%	.	5%	-3%	0%	-10%	.	-3%	?	1%	14%
10	COCCC(=O)N1CCC(Oc2ccc(C(=O)NCCc3cnn(C)c3)cc2)CC1	-3%	-13%	12%	-4%	-8%	-1%	-18%	-4%	-1	6%	?
11	CCOc1ccc(/C=C/c2nc(C#N)c(NCCCOC)o2)cc1	-67%	-5%	-9%	-4%	-27%	?	?	0%	15	0%	-17%
12	COC(=O)c1ccc(S(=O)(=O)NNC(=O)c2ccc(S(=O)(=O)N3CCCCC3)cc2)cc1	0%	6%	4%	1%	-1%	1%	17%	0%	-4	0%	-7%
13	Cn1nccc1C(=O)Nc1ccc(OC(=O)c2ccnn2C)cc1	3%	-12%	7%	0%	-2%	0%	37%	3%	3	9%	23µM*
14	NC(=O)c1ccc(C2SCC(=O)N2CCc2ccccc2)cc1 (stereo not given)	-6%	.	8%	-6%	0%	2%	.	0%	3	2%	5%
15	Cc1cc(S(=O)(=O)N2CCN(CC(=O)N(C)Cc3ccccc3)CC2)ccc1Br	-28%	.	-2%	1%	-1%	3%	.	-7%	10	-1%	-5%
16	CC(=O)C[C@H](O)CC(=O)[C@H]1OC(=O)CCCCC/C=C/Cc2ccccc21	6%	.	-6%	.	.	.	.	2%	.	1%	?
17	CCCN(CC(=O)Nc1ccccc1C)C(=O)c1ccc(-c2ccc([N+](=O)[O-])cc2)o1	-20%	.	1%	-3%	-1%	1%	.	-11%	-6	0%	?
18	CC(=O)c1ccc(NC(=S)N2CCN(S(=O)(=O)c3ccc(F)cc3)CC2)cc1	0%	2%	-3%	5%	0%	4%	14%	-7%	?	-2%	6%
19	CCOCCCNC(=O)Cn1cnc2c(cnn2-c2ccc(C)c(C)c2)c1=O	2%	.	.	0%	-3%	0%	.	1%	2	1%	4%
20	Cc1ccc(C(=O)NNC(=O)c2ccncc2)cc1[N+](=O)[O-]	-15%	.	-1%	1%	-6%	.	.	-1%	-4	3%	11%
21	COc1ccc(-c2nc(N)n(C(=O)c3ccco3)n2)cc1	17%	0%	-1%	7%	-1%	-5%	-6%	-3%	6	1%	-16%
22	C=CC[C@@H](CC(=O)N[C@@H](CO)Cc1ccccc1)C(=O)N[C@H](COC(=O)[C@@H](CC=C)CC(=O)OC(C)(C)C)Cc1c[nH]c2ccccc12	-69%	.	7%	.	.	.	.	7%	.	-7%	21µM*
23	C=CCn1c(SCC(=O)NCC2CCCO2)nc2c([nH]c3ccccc32)c1=O (stereo not given)	-41%	-9%	16%	8%	5%	1%	7%	3%	1	7%	4.1µM*
24	COc1ccc(OC)c(NC(=O)CSc2nncc(=O)n2N)c1	-23%	0%	15%	3%	0%	5%	-11%	1%	-4	-14%	-5%
25	Cc1ccc2c(c1)C(=O)CC1(CCCCCC1)O2	-1%	-1%	-5%	-12%	-4%	-8%	8%	-9%	-1	-1%	1%

Four entries picked at random from those above:
cpd	SMILES	BRCA1 expr act	Gal4-VP16 FLuc	p53 reactivation	Rab9 promoter act	NPC1 promoter act	FLuc modulator	RORg inh	Tb PFK block	TRPV1 agonist	ELG1 genotoxic	ELG1 DNA repair
24	COc1ccc(OC)c(NC(=O)CSc2nncc(=O)n2N)c1	-23%	0%	15%	3%	0%	5%	-11%	1%	-4	-14%	-5%
12	COC(=O)c1ccc(S(=O)(=O)NNC(=O)c2ccc(S(=O)(=O)N3CCCCC3)cc2)cc1	0%	6%	4%	1%	-1%	1%	17%	0%	-4	0%	-7%
14	NC(=O)c1ccc(C2SCC(=O)N2CCc2ccccc2)cc1 (stereo not given)	-6%	.	8%	-6%	0%	2%	.	0%	3	2%	5%
20	Cc1ccc(C(=O)NNC(=O)c2ccncc2)cc1[N+](=O)[O-]	-15%	.	-1%	1%	-6%	.	.	-1%	-4	3%	11%

Next part.
cpd	SMILES	BRCA1 expr act	Gal4-VP16 FLuc	p53 reactivation	Rab9 promoter act	NPC1 promoter act	FLuc modulator	RORg inh	Tb PFK block	TRPV1 agonist	ELG1 genotoxic	ELG1 DNA repair
26	COc1ccc(CC(=O)OCC(=O)Nc2cc(Cl)ccc2C)cc1	-4%	.	2%	.	.	.	.	8%	.	4%	8%
27	O=C(NCc1ccccc1)C(c1ccccn1)N(C(=O)c1csnn1)c1ccccc1F (stereo not given)	4%	1%	12%	0%	-4%	-2%	-5%	1%	0	-9%	4%
28	Cc1cc(C)cc(NC(=O)c2ccccc2NC(=O)CCC(=O)O)c1	17%	0%	-3%	-6%	0%	2%	33%	0%	-6	1%	16%
29	CCOCC(=O)Nc1ccc(C)c(Cl)c1	8%	4%	8%	21%	8%	-18%	25%	4%	1	11%	?
30	CCOC(=O)Cc1csc(NC(=O)CSc2nc(-c3ccccc3)c(C#N)c(=O)[nH]2)n1	-5%	0%	2%	-3%	-4%	?	2%	0%	2	0%	4%
31	COc1ccc(O)c(N)c1	.	-4%	-3%	14%	6%	-18%	5%	?	-3	0%	-17%
32	COc1ccc(S(=O)(=O)N2CCC(n3cnc4cc(C(F)(F)F)ccc43)CC2)cc1	-25%	?	9%	2%	-3%	10%	?	-5%	30	-14%	?
33	CC(=O)Nc1ccc(NC(=O)Cn2nc(C(=O)Nc3ccc(C)cc3)ccc2=O)cc1	0%&12%	-1%	1%	0%	-1%	5%&-6%	-11%	0%	1&-3	-2%[9.26 µM]	-7%
34	CS(=O)(=O)NC1c2cccc3cccc(c23)C1Sc1nncn1/N=C/c1ccco1 (stereo not given)	-23%	4%	-5%	-5%	-1%	0%	-13%	1%	-1	1%	-18%
35	O=C(COc1ccccc1)Nc1ccccc1NS(=O)(=O)c1cccs1	1%	8%	2%	-11%	0%	3%	20%	-4%	14	-2%	-5%
36	CCOC(=O)c1c(CSCc2ccccc2)oc2ccc(O)c(CN(C)C)c12	-55%	-21%	2%	-12%	6%	0%	?	-12%	17	-8%	-15%
37	COCCN1C(=O)C(CC(=O)Nc2ccc(C(C)=O)cc2)SC1=Nc1ccccc1 (stereo not given)	-18%&-16%	8%	-9%	-1%	2%	-1%	-2%[10 µM]	1%	19	1%	1%
38	CS(=O)(=O)N1CCC(C(=O)Nc2ccc3c(c2)OCO3)CC1	-3%	6%	0%	0%	0%	-3%	1%	-1%	-4	-7%	11%
